Screening results from PubChem.
S100A4 inh HTS – S100A4-myosin IIA interaction inhibition; 360,000 compounds, 0.14% hits; S100A4/TAMRA-MyoIIA peptide fluorescence polarization; P26447; inhibition, % at 10.7 µM;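 active = mean inhibition of at least 70% across replicates, with every replicate also reaching that level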
Target sequence (P26447 whole entry, looked up): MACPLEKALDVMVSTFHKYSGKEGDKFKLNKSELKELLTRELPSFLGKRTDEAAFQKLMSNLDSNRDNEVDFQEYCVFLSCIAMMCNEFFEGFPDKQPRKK
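Test system: S100A4 monomer protein. Medium: HEPES buffer with Ca2+, pH 7.2. Reagent: fluorescent myosin IIA peptide, 5 nM. Compound dosing: single-point compound testing. Timing: 5 min between mix addition and reading. Benchmarks: DMSO neutral and TFP positive wells.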
Xi reactivation – activators of X-chromosome reactivation in mouse fibroblasts; XiGFP mouse fibroblasts, % GFP-positive cells imaging, 3 d; cells co-treated with 5-aza-dC sensitizer; scaled so ellipticine positive control = 100%; activation, % at 7.58 µM; 360,000 compounds, 0.055% hits;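 active = mean normalized replicate activation at least 10% and every replicate at or above 10%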;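 note: 0% = median of on-plate neutral control wells and 100% = ellipticine 6 µM median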
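Schedule: 3 d treatment, 15 min room-temperature fixation; system: 68-5-11 XiGFP fibroblast line; buffer or medium: DMEM plus 5-aza-dC sensitizer; control set: ellipticine 6 µM positive control; compound: one concentration, pinned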
ERAP1 inh – blocks human ERAP1 aminopeptidase activity. Q9NZ08. recombinant ERAP1, Leu-AMC fluorescence, 60 min. inhibition, % at 10.7 µM. 340,000 compounds, 0.15% hits;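 active = mean replicate inhibition of at least 30%, or all replicates individually reaching that 30% level; inactive = mean below 30% and not every replicate reaching it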;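 note: 0% = neutral control wells and 100% = L-leucinethiol positive control wells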
Target sequence (Q9NZ08 whole entry, looked up): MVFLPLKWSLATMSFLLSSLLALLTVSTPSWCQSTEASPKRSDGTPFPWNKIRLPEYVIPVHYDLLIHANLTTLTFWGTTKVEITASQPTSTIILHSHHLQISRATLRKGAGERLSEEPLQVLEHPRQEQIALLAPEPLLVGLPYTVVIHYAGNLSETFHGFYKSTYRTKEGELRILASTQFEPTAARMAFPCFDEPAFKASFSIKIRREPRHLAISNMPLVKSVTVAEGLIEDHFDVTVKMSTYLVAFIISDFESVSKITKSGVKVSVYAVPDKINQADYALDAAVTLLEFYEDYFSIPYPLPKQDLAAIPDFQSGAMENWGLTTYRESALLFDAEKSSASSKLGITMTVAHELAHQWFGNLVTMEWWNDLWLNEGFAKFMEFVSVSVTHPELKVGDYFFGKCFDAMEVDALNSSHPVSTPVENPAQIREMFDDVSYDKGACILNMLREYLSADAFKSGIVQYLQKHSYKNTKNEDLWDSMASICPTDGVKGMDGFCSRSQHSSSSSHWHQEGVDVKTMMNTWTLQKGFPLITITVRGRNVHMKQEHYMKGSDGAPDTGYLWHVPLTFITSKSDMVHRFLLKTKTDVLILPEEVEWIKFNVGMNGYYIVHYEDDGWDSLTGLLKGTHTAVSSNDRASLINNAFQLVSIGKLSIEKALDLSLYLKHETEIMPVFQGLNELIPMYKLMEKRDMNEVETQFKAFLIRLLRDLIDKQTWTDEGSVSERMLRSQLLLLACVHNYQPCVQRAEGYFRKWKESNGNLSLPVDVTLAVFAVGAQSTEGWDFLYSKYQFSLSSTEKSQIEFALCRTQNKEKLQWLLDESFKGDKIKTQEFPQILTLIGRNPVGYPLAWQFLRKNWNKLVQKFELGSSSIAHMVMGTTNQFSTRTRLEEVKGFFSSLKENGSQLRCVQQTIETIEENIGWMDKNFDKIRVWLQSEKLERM
LGR2 inh – Drosophila LGR2 receptor signaling inhibition; HEK293 LGR2, CRE-luciferase, bursicon-stimulated, 4 h; inhibition, % at 9.99 µM; 380,000 compounds, 0.35% hits;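 active = drop in luminescence signal, shown as inhibition above about 50% in the replicate tests, limit read from the data, passing the limit was not always enough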;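 note: agonist challenge used bursicon conditioned medium at about half maximal strength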
Cneo AK release – Cryptococcus neoformans lysis via adenylate kinase release; lysis activity, % at 15 µM; C. neoformans lysis, adenylate kinase release luminescence, 4 h; normalised: neutral wells 0, clomiphene wells 100; 360,000 compounds, 0.2% hits;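 active = mean lysis activity across replicates of at least 80%, whatever share of replicates individually reach that level; inactive = mean lysis activity below 80%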
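Assay system: log-phase C. neoformans yeast / Quantity: yeast cell density of 5 × 10^6 cells/mL / Medium: fresh YPD growth medium / Compound: single dose / Timing: static 4 h at 37 °C with compound, 1 h detection / Measured by: adenylate kinase release luminescence / Read-out: lysis from increased AK signal / Benchmarks: Clomiphene as positive lysis control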
PGC1a acetyl inh – lowers PGC1a acetylation signal in U2OS cells | AlphaScreen anti-acetyl-lysine; with virally co-expressed GCN5 acetyltransferase | inhibition, % at 15.6 µM | 350,000 compounds, 0.17% hits;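 active = every replicate shows inhibition of at least 40%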;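 note: 0% = neutral control wells and 100% = positive control wells; some results beyond the cut were filed as inactive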
SIRT5 block – sirtuin-5 (human) deacylase inhibition. Purified SirT5, succinyl-peptide AMC, trypsin-coupled fluorescence. 330,000 compounds, 1.1% hits. Q9NXA8. inhibition, % at 15 µM; in the data active = inhibition above about 15%
Statin myotox sup – suppression of simvastatin myotoxicity; C2C12 myotubes + simvastatin, ATP luminescence, 48 h; scaled: DMSO 0, geranylgeraniol control 100; rescue of ATP level, % at 7.49 µM; 330,000 compounds, 0.78% hits;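 active = mean ATP rescue above about 67%, or every replicate alone reaching that limit, limit read from the data, passing the limit was not always enough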;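 note: myotubes were challenged with 10 µM simvastatin during compound exposure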
The depositor's hits bear a star; · = not tested or not shown; & = joins results of further samples. These rows are one share of the data; rates above refer to the full screens.

SMILES	S100A4 inh HTS	Xi reactivation	ERAP1 inh	LGR2 inh	Cneo AK release	PGC1a acetyl inh	SIRT5 block	Statin myotox sup
CS(=O)(=O)c1ccc(-c2cccc(NC(=O)c3ccco3)c2)nn1	-8	0.0	2	11	0	·	1	0
CCNC(=O)[C@H]1[C@H](CO)[C@H]2Cn3c(ccc(C4=CCCC4)c3=O)[C@H]2N1C(=O)CC1CC1	0	-0.1	0	-18	-9	·	-12	-12
CSCCC(NC(=O)c1ccccc1Br)C(=O)NCC(c1ccco1)N1CCCCC1 (configuration not stated)	-10	0.4	-7	-13	·	2	-1	12
CN(Cc1ccccc1)C(=O)CN1C(=O)NC(C)(c2ccc(C(C)(C)C)cc2)C1=O (configuration not stated)	-2	0.0	-1	-17	0	6	3	9
O=C(C1CCCC1)N1CC2(C1)[C@@H](c1ccccc1)[C@@H](CO)N2CC1CCCC1	1	0.1	-3	28	·	·	3	·
O=C(O)CC(NC(=O)C12CC3CC(CC(C3)C1)C2)c1ccc(OC2CCCC2)cc1 (configuration not stated)	-2	0.2	1	-17	2	-4	0	-2
CC(C)(C)OC(=O)N[C@H]1C=C[C@H](OC(=O)CC(=O)OCC(F)(F)F)C1	4	0.0	3	0	0	2	2	3
Cc1cccc(OCc2nnc(SCC(=O)N(C(C)C)C(C)C)n2Cc2ccco2)c1C	·	·	·	-2	-3	-4	·	8
CCN(CC)S(=O)(=O)c1ccc(/C=C/C(=O)Nc2ccc(N3CCOCC3)cc2)cc1	-38	-0.2	·	-3	0	-2	2	-21
CCN1C(=O)[C@H]2[C@@H](c3ccc(-c4ccc(F)cc4)cc3)N[C@@](C)(C(=O)OC)[C@H]2C1=O	-6	0.2	1	-5	2	-2	-5	1

Three entries from above, with each value named:
SMILES: O=C(O)CC(NC(=O)C12CC3CC(CC(C3)C1)C2)c1ccc(OC2CCCC2)cc1 (configuration not stated)
  S100A4 inh HTS = -2	Xi reactivation = 0.2	ERAP1 inh = 1	LGR2 inh = -17	Cneo AK release = 2	PGC1a acetyl inh = -4	SIRT5 block = 0	Statin myotox sup = -2

SMILES: CC(C)(C)OC(=O)N[C@H]1C=C[C@H](OC(=O)CC(=O)OCC(F)(F)F)C1
  S100A4 inh HTS = 4	Xi reactivation = 0.0	ERAP1 inh = 3	LGR2 inh = 0	Cneo AK release = 0	PGC1a acetyl inh = 2	SIRT5 block = 2	Statin myotox sup = 3

SMILES: Cc1cccc(OCc2nnc(SCC(=O)N(C(C)C)C(C)C)n2Cc2ccco2)c1C
  S100A4 inh HTS = ·	Xi reactivation = ·	ERAP1 inh = ·	LGR2 inh = -2	Cneo AK release = -3	PGC1a acetyl inh = -4	SIRT5 block = ·	Statin myotox sup = 8

Continued:
SMILES	S100A4 inh HTS	Xi reactivation	ERAP1 inh	LGR2 inh	Cneo AK release	PGC1a acetyl inh	SIRT5 block	Statin myotox sup
CC=Cc1ccc2n(c1=O)C[C@H]1[C@H](CO)[C@@H](C(=O)NCCC)[C@@H]2N1Cc1nccs1 (mixture of isomers)	-4	0.2	-2	-10	-1	·	-16	-13
COc1cccc(N2CCN(S(=O)(=O)c3ccc4ccccc4c3)CC2)c1	-2	0.2	-1	-30	-1	-9	-3	24
O=C(C1CC12CCCC2)N1CCC(CO)(Cc2ccccc2Cl)CC1 (configuration not stated)	6	0.3	11	-15	·	·	3	·
O=C(C1CC1)N1CC(=O)N2[C@H](C1)[C@@H](c1ccc(Br)cc1)[C@@H]2CO	3	0.1	-1	10	·	10	-8	·
CC(C)Nc1nnc(SCC(=O)Nc2ccc(F)cc2)s1	0	·	3	-4	0	0	0	-8
CCSc1nc2ccccc2c(=O)n1-c1c(C)n(C)n(-c2ccccc2)c1=O	-1	-0.2	-1	-1	·	·	-3	·
Cc1ccn2c(C(=O)N/N=C\c3ccc4c(c3)OCO4)c(C)nc2c1	·	0.0	·	-8	-2	-13	·	-1
O=C(Nc1ccc(C(F)(F)F)cc1)N1[C@@H]2CNC[C@H]1C2c1ccc(-c2cccnc2)cc1 (some centres not stated)	-11&6	0.1&0.0	5&5	-6&-2	·	6&6	3&6	·
CCOc1ccccc1NC(=O)Cn1nnc(-c2ccc(OCC)c(OCC)c2)n1	-7	·	-1	-10	0	·	0	4
C[C@H](CO)N1C[C@H](C)[C@@H](CN(C)Cc2ccccc2)Oc2ncc(Br)cc2C1=O	1	-0.3	2	12	2	6	0	2

Given bar-delimited: two of the compounds above
smiles | S100A4 inh HTS | Xi reactivation | ERAP1 inh | LGR2 inh | Cneo AK release | PGC1a acetyl inh | SIRT5 block | Statin myotox sup
Cc1ccn2c(C(=O)N/N=C\c3ccc4c(c3)OCO4)c(C)nc2c1 | · | 0.0 | · | -8 | -2 | -13 | · | -1
O=C(Nc1ccc(C(F)(F)F)cc1)N1[C@@H]2CNC[C@H]1C2c1ccc(-c2cccnc2)cc1 (some centres not stated) | -11&6 | 0.1&0.0 | 5&5 | -6&-2 | · | 6&6 | 3&6 | ·

Next section
SMILES	S100A4 inh HTS	Xi reactivation	ERAP1 inh	LGR2 inh	Cneo AK release	PGC1a acetyl inh	SIRT5 block	Statin myotox sup
O=C(CSc1nnc(Cn2c(=O)sc3ccccc32)n1-c1ccccc1)Nc1nccs1	-3	0.1	·	-9	25	·	·	-4
CC(=O)Nc1ccc(NC(=O)Nc2cc(C)cc(C)c2)cc1	-7	0.2	1	-4	1	-11	-2	·
CCOC(=O)C1CCN(C(=O)c2ccc(NS(=O)(=O)c3ccc(F)cc3C)cc2)CC1	-4	25*	-1	11	0	-19	2	5
CCOC(=O)N1CCN(C(=O)c2ccccc2N(Cc2ccccc2)S(=O)(=O)c2ccccc2)CC1	-3	0.0	1	-2	1	·	-1	-6
C[C@@H]1CN([C@@H](C)CO)C(=O)c2cc(NS(=O)(=O)c3ccccc3)ccc2O[C@H]1CN(C)C(=O)NC1CCCCC1	-8	-0.2	-1	-23	112*	0	2	8
CN(CCCNC(=O)CSc1cc(=O)n(C)c2ccc(Cl)cc12)Cc1ccccc1	1	-0.1	2	8	-2	-14	-4	-1
COc1ccc(NC(=O)N(C)C[C@H]2Oc3c(NC(=O)C4CC4)cccc3C(=O)N([C@@H](C)CO)C[C@H]2C)cc1	-6	-0.4	5	12	-3	3	-5	6
Cc1ccc(OC(=O)NC2CCS(=O)(=O)C2)cc1C (configuration not stated)	-1	·	0	4	·	6	-2	-1
COc1cc(/C=N/NC(=O)c2cccc(NC(=O)c3ccccc3Cl)c2)ccc1O	1	0.0	-10	-10	·	6	1	1
COCCNC(=O)c1ccc(C2SCC(=O)N2CCc2ccccc2)cc1 (configuration not stated)	1	0.0	3	9	-1	18	-2	3

Among those listed so far, three contain a Cl atom:
SMILES	S100A4 inh HTS	Xi reactivation	ERAP1 inh	LGR2 inh	Cneo AK release	PGC1a acetyl inh	SIRT5 block	Statin myotox sup
O=C(C1CC12CCCC2)N1CCC(CO)(Cc2ccccc2Cl)CC1 (configuration not stated)	6	0.3	11	-15	·	·	3	·
CN(CCCNC(=O)CSc1cc(=O)n(C)c2ccc(Cl)cc12)Cc1ccccc1	1	-0.1	2	8	-2	-14	-4	-1
COc1cc(/C=N/NC(=O)c2cccc(NC(=O)c3ccccc3Cl)c2)ccc1O	1	0.0	-10	-10	·	6	1	1

Other records
SMILES	S100A4 inh HTS	Xi reactivation	ERAP1 inh	LGR2 inh	Cneo AK release	PGC1a acetyl inh	SIRT5 block	Statin myotox sup
CC(C)CN(C(=O)C1CCCCC1)C1CCS(=O)(=O)C1 (configuration not stated)	4	-0.1	3	-10	0	·	1	-3
O=C(c1cccc(F)c1)N1CC(=O)N2[C@H](CO)[C@@H](c3ccc(-c4ccccc4F)cc3)[C@H]2C1	-9	0.1	-1	-12	·	-22	0	·
Cc1ccc(S(=O)(=O)Nc2ccc3c(c2)C(=O)NC3=O)cc1[N+](=O)[O-]	-3	-0.1	-1	-1	3	·	1	·
CC(CNC(=O)c1ccccc1Cl)NC(=O)c1ccccc1Cl (configuration not stated)	6	0.0	-2	4	1	2	2	·
CC(=O)c1sc(C(C)(C)C)cc1NC(=O)CCC(=O)O	-5	-0.1	0	-8	·	·	-1	·
Cc1ccccc1-n1ncc(C(C)NS(=O)(=O)c2ccccc2Cl)c1C (configuration not stated)	0	0.1	0	-18	0	-8	0	·
CCS(=O)(=O)N1[C@H](CO)[C@@H](c2ccccc2)C12CN(C(=O)C1CCCC1)C2	-17	0.2	0	7	·	·	-3	·
COc1ccc(OCC(=O)NNC(=O)c2cccc(C)c2)cc1	-2	0.0	8	19	-1	-26	2	-9
COc1ccc(/C=C2\SC(=S)N(CCCC(=O)Nc3ccccc3C(=O)O)C2=O)cc1OC	-5	0.5	-33	24	3	·	3	7
COc1cccc(NC(=O)N(C)C[C@@H]2OCc3cn(nn3)CCCC(=O)N([C@@H](C)CO)C[C@H]2C)c1	-4&-7	0.2&-0.1	0&-5	-23&-20	-3	-5&8	1&-4	-8&4
CCCCSCCCNC(=O)c1cn(CC)c2ccc(S(=O)(=O)N3CCOCC3)cc2c1=O	4	0.1	0	0	-3	-12	2	1
CCNc1nc(NCC)nc(N/N=C/c2cc(OC)c(OC)c(OC)c2)n1	4	0.0	17	9	·	·	1	·
CS(=O)(=O)N1CC2(C1)[C@H](c1ccccc1)[C@H](CO)N2CC1CC1	-5	0.0	1	-6	·	9	0	·
CCC(=O)Nc1ccc2c(c1)OC[C@@H](C)N(Cc1ccncc1)C[C@H](C)[C@@H](OC)CN(C)C2=O	-1	0.4	-3	10	-1	5	3	-5
CO[C@H]1CN(C)C(=O)c2cc(NC(=O)c3cc(C)on3)ccc2OC[C@H](C)N(C)C[C@H]1C	-2	-0.1	0	17	3	-13	0	9
CCO[C@@H]1OC(C(=O)N2CCCC2)=C[C@H](C2CCCCC2)[C@H]1CCCO	-69	·	-2	·	-8	-11	0	·
NC1=NC[C@H](Cc2ccccc2)N1CC1CCCCC1	2	0.0	0	6	2	·	1	-18
O=C(CCc1ccc(S(=O)(=O)NCc2ccccc2)cc1)NCc1cccnc1	8	-0.1	0	1	-4	8	-1	·
Cc1nc2ccccc2c2oc(C(=O)N3CCN(C(=O)c4ccco4)CC3)cc12	-1	0.2	-2	6	1	·	·	14
Cc1nn2c(-c3ccccc3)c(-c3ccccc3)nc2[nH]c1=O	·	·	·	-12	0	4	·	0
O=C(Cn1nnc(-c2ccccc2-n2cnnn2)n1)c1ccccc1	·	·	·	-7	-2	-3	·	-2
COc1ccc(NC(=O)Nc2ccc3c(c2)C(=O)N([C@H](C)CO)C[C@@H](C)[C@@H](CN(C)S(=O)(=O)c2ccc(F)cc2)O3)cc1	·	0.0	·	-6	1	-1	·	-19
C[C@H]1CN([C@@H](C)CO)C(=O)c2c(c3ccccc3n2C)-c2ccccc2CO[C@H]1CN(C)C(=O)Nc1cccc(Cl)c1Cl	-20	-0.3	0	41	·	12	10	·
COc1ccc(C2N(C(C)=O)CCN2S(=O)(=O)c2ccc(C)cc2)cc1 (configuration not stated)	3	0.4	0	-4	0	-3	-1	4
O=C1CCCc2c1cc(C(=O)NCCCN1CCOCC1)c(=O)n2-c1ccc(Cl)cc1	8	0.3	2	4	0	-1	·	-1

Reformatted with values under each structure: 2 of the compounds above.
Below each compound: S100A4 inh HTS, Xi reactivation, ERAP1 inh, LGR2 inh, Cneo AK release, PGC1a acetyl inh, SIRT5 block, Statin myotox sup
COc1ccc(C2N(C(C)=O)CCN2S(=O)(=O)c2ccc(C)cc2)cc1 (configuration not stated)
  3, 0.4, 0, -4, 0, -3, -1, 4
O=C1CCCc2c1cc(C(=O)NCCCN1CCOCC1)c(=O)n2-c1ccc(Cl)cc1
  8, 0.3, 2, 4, 0, -1, ·, -1
